Screens from PubChem.
HepG2 tox – HepG2 cytotoxicity, counter-screen for TGF-b inhibitors | hit rate 0.76% among 410,000 | Potency, µM (highest dose often 46.1 µM), for the others: at the top dose activity change, negative = cytotoxicity, most hits filed as cytotoxic | HepG2 CAGA-GFP viability, ATP luminescence, 18 h; note: some results filed as inactive show a strong effect at the top dose
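CellTiter-Glo luminescence gave cytotoxicity after 18 hours at 37 degrees C. The cells were HepG2 CAGA-GFP in 1% FBS DMEM, stimulated with 500 pg/mL TGF-beta after compound addition. %Activity was normalised to no-cell wells (complete cell-killing) and DMSO (no toxicity), and curves were fitted and classified.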
Nrf2 inh – inhibitors of Nrf2 signaling. hit rate 2.1% among 360,000. Potency, µM (doses to about 46 µM), without a hit: top-dose activity change, negative = inhibition, actives largely listed as inhibitors. A549 ARE-Fluc reporter, luciferase luminescence, 18-24 h; note: % is set by controls: 0 for no effect and ±100 for the full control effect; nearly all actives have a fitted effect of over 60% in size
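Reporter: ARE-Fluc in A549. Exposure: 18-24 h, 37 °C, 5% CO2, 5% FBS OPTI-MEM. Readouts: fluorescent cytotoxicity (CellTiter-Fluor), then luminescent Nrf2 signal after BugLite.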
Nrf2 activator – activates Nrf2 signaling. AID 624171. Potency, µM (series often up to 46.1 µM), without a hit: at the top dose activation, usual class: activators. AREc32 ARE-luciferase reporter (MCF7-derived line), luminescence, 24 h. hit rate 0.31% among 410,000; note: % of control where 0% means no effect; nearly all actives have a fitted effect of over 65% in size
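Cells of the AREc32 ARE-luciferase line are plated in OPTI-MEM containing 5% FBS and left overnight at 37 deg C. Compounds are pinned in, incubation continues 24 hr, and firefly luciferase signal is then measured.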
TGFb SMAD3 inh – TGF-b pathway inhibition; HepG2 CAGA-GFP TGF-b/SMAD3 reporter, GFP fluorescence, 18 h; TGF-beta stimulated, 500 pg/mL final; Potency, µM (titrated, usually from 46.1 µM), inactives show at the top dose activity, negative = inhibition, actives largely listed as inhibitors; hit rate 1.2% among 410,000; AID 588855; note: % is set by controls: 0 for no effect and ±100 for the full control effect; nearly all actives have a fitted effect of over 65% in size
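Smad-responsive CAGA-GFP expression was quantified in HEPG2 cells exposed to compounds and 500 pg/mL final TGF-beta for 18 h at 37 degrees C; unstimulated wells defined full inhibition.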
MCF10A rerep – induces DNA re-replication in MCF 10a normal breast cells. Potency, µM (highest dose often 46.1 µM), inactives show at the top dose activity, positive = re-replication, hits mostly activators. MCF 10A DNA re-replication, Hoechst nuclear intensity, 48 h. hit rate 2.9% among 350,000. AID 624296; note: % of control where 0% means no effect; nearly all actives have a fitted effect of over 50% in size
ATXN2 expr inh – reduces ATXN2 reporter expression in HEK-293 cells | hit rate 0.72% among 360,000 | Potency, µM (titrated, usually from 57 µM), for the others: at the top dose activity change, negative = inhibition, usual class: inhibitors | HEK-293 ATXN2-luciferase reporter, luminescence, 24 h; note: % is set by controls: 0 for no effect and ±100 for the full control effect; nearly all actives have a fitted effect of over 55% in size
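qHTS (up to 57 uM final) was run with 24 h compound exposure of reporter cells at 37 °C. Each well was multiplexed: SteadyGlo luminescence measured ATXN2-luciferase expression after a fluorogenic Gly-Phe-AFC viability readout (25 uM final).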
S2 tox – cell viability loss in ATXN counter-screen; S2 cells (HEK-293 line with an ATXN2-luciferase reporter) viability, CellTiter-Fluor protease fluorescence, 24 h; Potency, µM (series often up to 56.7 µM), hits mostly cytotoxic; hit rate 0.49% among 400,000; AID 651635; note: nearly all actives have a fitted effect of over 40% in size
A549 viability – A549 cytotoxicity, counter-screen for Nrf2 inhibitors; Potency, µM (titrated, usually from 46 µM), for inactives: at the top dose activity change, negative = cytotoxicity, most hits filed as inhibitors; AID 504648; A549 ARE-Fluc cells, CellTiter-Fluor viability, 18-24 h; hit rate 0.16% among 390,000; note: % is set by controls: 0 for no effect and ±100 for the full control effect
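A549 ARE_Fluc cells in 5% FBS OPTI-MEM were exposed to compounds in concentration-response for 18-24 h at 37 deg C. Viability was read by CellTiter-Fluor fluorescence (Ex 405/Em 525) after 30 min, before the luciferase read.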
EPAC2 antag – EPAC2 (human) antagonism | EPAC2 GEF exchange of Rap1B-BODIPY-GDP, fluorescence | hit rate 0.18% among 360,000 | Potency, µM (highest dose often 114 µM), for inactives: at the top dose activity, negative = inhibition, most hits filed as inhibitors | Q8WZA2; note: % is set by controls: 0 for no effect and ±100 for the full control effect; nearly all actives have a fitted effect of over 45% in size; many of its hits are not listed in these tables
Target sequence (Q8WZA2 whole entry, looked up): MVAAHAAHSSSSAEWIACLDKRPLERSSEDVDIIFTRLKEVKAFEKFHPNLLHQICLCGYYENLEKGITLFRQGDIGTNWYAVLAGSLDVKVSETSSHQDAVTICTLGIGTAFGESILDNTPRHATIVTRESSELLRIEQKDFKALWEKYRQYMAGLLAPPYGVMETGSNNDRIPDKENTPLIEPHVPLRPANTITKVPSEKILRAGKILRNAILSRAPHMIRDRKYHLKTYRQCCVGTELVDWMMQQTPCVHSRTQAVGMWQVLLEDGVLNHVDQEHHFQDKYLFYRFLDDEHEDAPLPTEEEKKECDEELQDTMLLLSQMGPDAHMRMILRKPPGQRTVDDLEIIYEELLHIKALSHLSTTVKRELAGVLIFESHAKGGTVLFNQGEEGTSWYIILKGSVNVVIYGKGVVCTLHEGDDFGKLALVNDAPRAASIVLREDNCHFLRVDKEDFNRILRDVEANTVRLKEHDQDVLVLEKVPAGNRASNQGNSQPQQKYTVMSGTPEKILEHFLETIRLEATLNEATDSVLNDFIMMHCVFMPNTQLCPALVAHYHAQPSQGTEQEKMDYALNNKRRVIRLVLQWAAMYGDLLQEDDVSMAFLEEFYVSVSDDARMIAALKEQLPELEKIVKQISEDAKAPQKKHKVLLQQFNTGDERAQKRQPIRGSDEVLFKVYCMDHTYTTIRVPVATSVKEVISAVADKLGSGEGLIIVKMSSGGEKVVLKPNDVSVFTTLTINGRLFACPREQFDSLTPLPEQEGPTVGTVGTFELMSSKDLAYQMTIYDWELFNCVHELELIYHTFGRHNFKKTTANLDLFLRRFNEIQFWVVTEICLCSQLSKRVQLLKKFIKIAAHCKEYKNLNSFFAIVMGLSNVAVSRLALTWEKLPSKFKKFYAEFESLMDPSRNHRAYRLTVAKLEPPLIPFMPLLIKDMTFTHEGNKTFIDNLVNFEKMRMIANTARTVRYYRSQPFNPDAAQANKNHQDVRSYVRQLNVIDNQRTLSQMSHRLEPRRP
Starred values were filed as active, the others as inactive; i = inactive; u = inconclusive; x = not tested or not shown; & = joins results of further samples; [ ] = remark or other dose. Calls come from the whole dose curve; as a rule, active = well fitted curve in the direction sought with a large enough effect; inconclusive = small, poorly fitted or top-dose-only effect, or another doubt; inactive = no such curve, though single readings can be large; an effect the other way counts as inactive or inconclusive. Potency is the fitted concentration of half-maximal effect. These rows are one share of the data; rates above refer to the full screens.

| structure | ATXN2 expr inh | HepG2 tox | Nrf2 inh | MCF10A rerep | S2 tox | A549 viability | Nrf2 activator | TGFb SMAD3 inh | EPAC2 antag |
| --- | --- | --- | --- | --- | --- | --- | --- | --- | --- |
| COc1ccccc1-c1noc(CCC(=O)Nc2cccnc2)n1 | x | -28% | x | x | i | x | 0.0% | -5% | 1% |
| CCN(CC)CC(=O)Nc1cccc2c1C(=O)c1ccccc1C2=O | -4% | -1% | -9% | -3% | i | -9% | 6.0% | 11% | 9% |
| COc1ccccc1N1CCN(C(=O)CN2C(=O)COc3ccc(S(=O)(=O)N4CCOCC4)cc32)CC1 | 2% | -16% | -2% | x | i | 2% | 0.0% | 5% | x |
| CS(=O)(=O)N1CCc2cc(C(=O)N3CCCC3)ccc21 | 1% | 7% | 2% | -1% | i | -5% | -0.5% | 9% | 5% |
| CCN(CC)c1ccc(CNc2ccc(Br)cn2)cc1 | 17% | -1% | x | 8% | i | -8% | 8.6% | 0% | 11% |
| CCCc1nnc(NS(=O)(=O)c2ccccc2)s1 | -8% | 12% | -16% | -1% | u | 3% | 0.3% | 11% | 6% |
| CCOC(=O)c1cccc(C(=O)OCC)n1 | 2% | 2% | 25% | 13% | i | 10% | 0.0% | -18% | 2% |
| COCCCNc1nc2ccccc2nc1NS(=O)(=O)c1cccc(C)c1 | -28% | -8% | -4% | 1% | i | 2% | -1.5% | -6% | 0% |
| CCc1nc(N)nc(N)c1-c1ccc(Cl)c([N+](=O)[O-])c1 | u | -52% | 0.37µM* | 15% | u | -1% | 7.7% | u | 0% |
| CCOC(=O)c1c(O)c2cc(Cl)ccc2n(CC)c1=O | -4% | -18% | -14% | -2% | i | -2% | -0.4% | -1% | 7% |
| O=C(Cc1ccccc1)NCC(=O)Nc1cccc(Br)c1 | -5% | -7% | -1% | 9% | u | -2% | 3.1% | 1% | 1% |
| O=c1[nH]cccc1-c1nc2ccccc2n1Cc1ccc(F)cc1 | -8% | 7% | u | -4% | i | -9% | -1.3% | -1% | -8% |
| O=C(Nc1ncc2c(n1)-c1ccccc1CC2)c1ccccc1 | 1% | -1% | 6% | -188%[0.0737 µM] | i | -3% | 7.9µM* | 3% | 8% |
| Cc1cc(C(=O)N/N=C/c2ccc(N(C)C)o2)cs1 | 4% | -22% | 5% | 22% | i | 0% | 6.4% | -21% | 2% |
| COc1ccccc1NC(=O)c1cc(-c2ccc(OC)c(OC)c2)nc2ccccc12 | -2% | -12% | 8% | 14% | i | 0% | 3.1% | 0% | -9% |
| CCOC(=O)C1(C)CCCN1C(=O)c1ccc(C(=O)OC)cc1 (configuration not stated) | 2% | 9% | x | x | i | x | 0.4%[9.22 µM] | -1% | 1% |
| CCCN(CCC)S(=O)(=O)c1cccc(C(=O)Nc2ccc3c(c2)OCO3)c1 | -26% | -1% | u | 16% | u | 2% | -0.4% | -1% | -19% |
| COc1cc(-c2[nH]ncc2CN2CCN(Cc3cccs3)CC2)cc(OC)c1OC | 12% | -7% | -17% | 15% | u | -10% | 4.5% | -1% | 3% |
| CCN(CCCNC(=O)COc1cc(=O)n(C)c2ccccc12)c1cccc(C)c1 | 29% | -44% | 0% | u | i | 1% | 3.7% | 0% | -3% |
| Cc1ccc(S(=O)(=O)N2CCC(=O)N(CCOC(=O)NCc3ccccc3)CC2)cc1 | 10% | -2% | 22% | 3% | i | -2% | 2.4% | 0% | -1% |
| Cc1cccc(COc2ccc(/C=C3/C(=O)N(C)C(=S)N3C)cc2)c1 | 0% | -26% | 1% | -4% | i | -3% | -0.7%[9.22 µM] | 12% | 14% |
| COc1cccc(CNC(=O)c2[nH]c3cc(C)ccc3c2Sc2ccccc2)c1 | 4% | 2% | -2% | x | u | 1% | -0.5% | -13% | x |
| Cc1ccc(C(=O)OCc2nnc(-c3ccccc3)o2)cc1S(=O)(=O)N1CCOCC1 | 10% | -21% | 4% | -2% | i | 6% | 0.3% | -2% | -4% |
| Cc1ccc2nc(SC(C)C(=O)NCc3ccco3)[nH]c2c1 (configuration not stated) | 3% | 0% | 3% | -3% | i | -8% | 5.8% | -8% | 11% |
| CCCOc1ccc(C(=O)Nc2ccc(CN3CCOCC3)cc2)cc1 | -9% | -16% | u | u | i | 2% | 3.6% | -13% | 10% |
| COCc1cc(C)n(CC(=O)Nc2ccccc2C(=O)OC)c(=O)c1C#N | 2% | 5% | 9% | -1% | i | 6% | -0.6% | -8% | 16% |
| O=c1[nH]ncn1-c1ccccc1C(F)(F)F | 4% | 8% | -23% | 0% | i | -14% | -0.5% | 4% | -3% |
| O=S(=O)(NCCO)c1cccc2cccnc12 | -3% | 5% | -11% | 16% | i | -2% | -1.6% | 0% | 4% |
| COc1ccc(NC(=O)CSc2cc(C(=O)c3nccn3C)c3ccccc3n2)cc1 | -15% | -6% | -11% | 4% | i | -11% | 2.9% | u | 6% |
| CC(=O)Nc1ccc(NS(=O)(=O)c2ccc3ccccc3c2)cc1 | -3% | -20% | -20% | u | i | -2% | -0.2% | -6% | -3% |

Given with two lines to a compound: entries from further up
Sequence of screens: ATXN2 expr inh | HepG2 tox | Nrf2 inh | MCF10A rerep | S2 tox | A549 viability | Nrf2 activator | TGFb SMAD3 inh | EPAC2 antag
Cc1ccc(C(=O)OCc2nnc(-c3ccccc3)o2)cc1S(=O)(=O)N1CCOCC1
 : 10% | -21% | 4% | -2% | i | 6% | 0.3% | -2% | -4%
Cc1ccc2nc(SC(C)C(=O)NCc3ccco3)[nH]c2c1 (configuration not stated)
 : 3% | 0% | 3% | -3% | i | -8% | 5.8% | -8% | 11%
CCCOc1ccc(C(=O)Nc2ccc(CN3CCOCC3)cc2)cc1
 : -9% | -16% | u | u | i | 2% | 3.6% | -13% | 10%
COCc1cc(C)n(CC(=O)Nc2ccccc2C(=O)OC)c(=O)c1C#N
 : 2% | 5% | 9% | -1% | i | 6% | -0.6% | -8% | 16%
O=c1[nH]ncn1-c1ccccc1C(F)(F)F
 : 4% | 8% | -23% | 0% | i | -14% | -0.5% | 4% | -3%
O=S(=O)(NCCO)c1cccc2cccnc12
 : -3% | 5% | -11% | 16% | i | -2% | -1.6% | 0% | 4%
COc1ccc(NC(=O)CSc2cc(C(=O)c3nccn3C)c3ccccc3n2)cc1
 : -15% | -6% | -11% | 4% | i | -11% | 2.9% | u | 6%
CC(=O)Nc1ccc(NS(=O)(=O)c2ccc3ccccc3c2)cc1
 : -3% | -20% | -20% | u | i | -2% | -0.2% | -6% | -3%

Next section
| structure | ATXN2 expr inh | HepG2 tox | Nrf2 inh | MCF10A rerep | S2 tox | A549 viability | Nrf2 activator | TGFb SMAD3 inh | EPAC2 antag |
| --- | --- | --- | --- | --- | --- | --- | --- | --- | --- |
| CCc1nnc(NC(=O)c2ccc3c(=O)n4c(nc3c2)CCC4)s1 | x | 17% | x | x | i | x | 0.0% | 7% | -4% |
| Cc1ccccc1C(=O)NCC(=O)OC(C)C(=O)Nc1cccc(S(=O)(=O)N2CCOCC2)c1 (configuration not stated) | 5% | -7% | 1% | 3% | i | 1% | 0.0% | -5% | 4% |
| COc1cc(/C=N/NC(=O)COc2ccccc2C)ccc1OC(=O)c1cccs1 | 10% | 0% | 6% | -1% | i | 4% | -0.5% | 0% | -14% |
| Cc1noc(C)c1C(=O)OCC(=O)Nc1ccc(N2CCOCC2)cc1 | 3% | -11% | 10% | -1% | i | 4% | -1.2% | -9% | 0% |
| COc1cc(-n2c(=O)c3ccccc3n(Cc3cccc(Cl)c3)c2=O)cc(OC)c1OC | 2% | -2% | 5% | x | i | -12% | 0.0% | -3% | x |
| COC(=O)/C=C1\SC(=NC(=O)c2cccc([N+](=O)[O-])c2)NC1=O | 12% | 3% | -3% | -40%[inhibitor] | i | -3% | 2.8% | 7% | 2% |
| Clc1cccc(/C=N/Nc2ncnc3ccccc23)c1 | 64%[activator] | -36% | u | u | i | 4% | 11% | -30% | -14% |
| C#CCn1c(S(=O)(=O)Cc2ccccc2Cl)nc(-c2ccccc2)c1-c1ccccc1 | 77%[activator] | -57% | -1% | 7% | i | 18% | -1.0% | 6% | -8% |
| Cc1cccc(NC(=S)NCc2ccco2)n1 | -6% | -4% | -12% | -9% | i | -3% | 13µM* | -3% | 2% |
| CCCCOC(=O)NC1CCS(=O)(=O)C1 (configuration not stated) | 1% | 1% | -12% | -1% | i | -1% | -0.7% | -6% | 0% |
| COc1ccc(C(C(=O)NC2CCCCC2)N(Cc2ccco2)C(=O)c2ccccn2)c(OC)c1 (configuration not stated) | -12% | -2% | 1% | 1% | i | -2% | -0.1% | 2% | 0% |
| Cc1onc(-c2ccccc2)c1C(=O)N1CCN(CCc2ccccc2)CC1 | 0% | -13% | -16% | 18% | i | u | 0.2% | 14% | -1% |
| C/C(CC1CC(COCC(C)C)OC1=O)=N\NC(N)=S (configuration not stated) | 6% | -14% | -1% | -2% | i | -6% | -0.2% | -10% | -1% |
| CC(C)C(NC(=O)C1CCCCC1)C(=O)Nc1ccccn1 (configuration not stated) | -6% | 1% | 3% | -7% | i | -7% | -0.3% | 5% | 23% |
| O=C(NCCCN1CCN(c2ccc(F)cc2)CC1)c1ccc2nc(Cc3ccccc3)oc2c1 | u | -43% | x | x | x | -23% | 11% | 11µM* | x |
| COc1cc(NC(=O)Cn2c(=O)n(CC3CCCO3)c(=O)c3cc(OC)c(OC)cc32)cc(OC)c1 (configuration not stated) | 2%&6% | -21%&-3% | -3%&8% | 8% | i | -1%&-4% | -0.9%&-1.0% | -5%&-10% | -19% |
| C=CCN1c2ccc(Br)cc2C(=O)CS1(=O)=O | 2% | -12%&-7% | 6% | u | i | -1% | 3.5% | u | -5% |
| CCCCCOc1ccc(C(=O)C(c2ccccc2)N2CCOCC2)cc1 (configuration not stated) | -6% | -58% | -23% | u | i | 1% | 0.3% | -4% | -27% |
| O=S(=O)(Nc1cccc(-c2cn3cccnc3n2)c1)c1ccc(Cl)cc1 | 3% | -17% | 3% | 18% | i | -8% | 2.1% | -16% | -12% |
